EphA4 KYL inhibition: inhibitors of EphA4 binding to KYL peptide, primary screen, biochemical, colorimetric, mouse EphA4 (AID 689); Ephrin type-A receptor 4 (Mus musculus); EphA4-AP binding to KYL peptide, pNPP A405; higher % means a stronger effect; one-dose inhibition, % at 10 µM; IC50 in µM for titrated hits; 62,000 tested, 0.1% active; in the data active means a potency from the dose series; inactive means the rest, 99 in 100 with inhibition below about 22%
Numbers without * were called inactive.

SMILES | EphA4 KYL inhibition
CC(=O)C1=C(C)N=c2s/c(=C/c3ccc(N(C)C)cc3)c(=O)n2C1c1ccccc1 (stereo not given) | 21%
O=C(NCc1ccc(F)cc1)C(c1cccs1)N(C(=O)c1csnn1)C1CC1 (stereo not given) | 18%
CCOC(=O)CNc1nc(C(C)(C)C)nc2c1nnn2Cc1ccccc1Cl | 0%
CC(=O)CC(=O)Nc1ccc(C(C)C)cc1 | 5%
Cc1nc2cc(-c3ccco3)[nH]n2c(=O)c1C | -1%
COc1c2ccc(C(=O)NCCCCc3ccccc3)cc2nn1C | 7%
CCOc1cc(C(=O)Nc2ccc(N3CCOCC3)cc2)cc(OCC)c1OCC | 5%
O=C(Cn1c(C(F)(F)F)nc2ccccc21)c1ccc(Cl)cc1 | -9%
O=C(c1sc2ccccc2c1Cl)N(Cc1ccccc1)C1CCS(=O)(=O)C1 (stereo not given) | 0%
O=C(NC1CCCCCC1)c1nc2ncccn2n1 | -9%
COC(=O)C(C(=O)Nc1ccccc1C)C1CCCC1 (stereo not given) | -2%
Clc1cccc(CN2CCC(Cc3ccccc3)CC2)c1 | 4%
O=c1c(Br)c(N2CCCC2)cnn1-c1ccccc1 | -8%
COCCOC(=O)c1c(C)oc2ccc(OCc3c(F)c(F)c(F)c(F)c3F)cc12 | -12%
COC(=O)c1ccccc1NC(=O)COC(=O)c1ccco1 | 31%
CN1CCN(CC(O)COc2ccc(Cl)cc2)CC1 (stereo not given) | -9%
COc1ccc(N2CCN(c3nc(Nc4ccc(F)cc4)nc(OC)n3)CC2)cc1 | -18%
CC(=O)c1c(C)nn(CC(O)Cn2c3c(c4cc(C)ccc42)CCCC3=O)c1C (stereo not given) | -1%
O=C(CCn1c(=O)[nH]c2ccccc2c1=O)Nc1ccccc1 | -4%
Clc1ccccc1-c1nnc2sc(-c3ccc(Br)o3)nn12 | 3%
COc1ccc(CCNC(=O)COc2ccc(OC)cc2)cc1 | 3%
CC(C)C(c1nnnn1C1CCCCC1)N1CCN(c2ncccn2)CC1 (stereo not given) | -13%
Cc1ccc(S(=O)(=O)NNC(=O)C2Cc3c(ccc4ccccc34)O2)cc1 (stereo not given) | 7%
O=C(COc1ccc([N+](=O)[O-])cc1)NN=C1CCCC1 | -14%
Cc1cccc(-c2nc(CS(=O)CC(=O)NC3CCCC3)c(C)o2)c1 (stereo not given) | -8%
SMILES | EphA4 KYL inhibition
O=C(CN(Cc1ccccc1F)C(=O)Cn1nnc(-c2cccs2)n1)NCC1CCCO1 (stereo not given) | -19%
COc1cc2c(cc1OC)CN(C(=O)Cc1ccc(OC)c(S(=O)(=O)N3CCOCC3)c1)CC2 | -5%
O=C(CC(c1ccccc1)c1ccccc1)Nc1ccc(Cl)cn1 | -11%
c1ccc2c(c1)Cn1nc(Cc3nc4c(s3)CCCC4)nc1-2 | -12%
COc1cccc(C2=CC(c3ccccc3)n3nnnc3N2)c1 (stereo not given) | -8%
N#Cc1c(SCC(=O)O)nc(-c2ccccc2)c2c1CCCC2 | -7%
COc1ccc(CC(=O)NC(C)c2nnc(SCC(=O)c3ccc(Br)cc3)n2C)cc1 (stereo not given) | -2%
Cc1csc(NC(=O)c2cnccn2)n1 | 1%
COc1cccc(-c2noc(N)c2C#N)c1 | 17%
Cc1nnc(NC(=O)c2cccc(NC(=O)C(C)C)c2)s1 | 5%
CCN(c1ccccc1)S(=O)(=O)c1ccc(NC(=S)NC(=O)c2ccc(Br)o2)cc1 | -15%
COC(=O)c1ccccc1NC(=S)NC(=O)c1ccccc1C | 0%
Cc1cccc(N2CCN(C(=O)c3ccc(N4CCCC4=O)cc3)CC2C)c1 (stereo not given) | 2%
CCCN1C(=O)CN(C2CCCCCC2)C(=O)C1c1ccc(C)cc1 (stereo not given) | -14%
Cn1cc(C=C2C(=O)NC(=S)NC2=O)c2ccccc21 | -8%
CCOc1ccc(CN2CCNC(=O)C2CC(=O)OC)cc1 (stereo not given) | -13%
O=C(N1CCOCC1)N1CCN(Cc2ccccc2)CC1 | 0%
CCOC(=O)CN1NC2(CCC(C(C)(C)C)CC2)NC1=S (stereo not given) | -8%
CCN1CCN(c2ncnc3sc(C(=O)Nc4ccccc4F)c(C)c23)CC1 | -10%
Cc1ccc(NC(=O)C(Cc2ccccc2)N2C(=O)C3C4CCC(C4)C3C2=O)cc1Cl (stereo not given) | -6%
O=C(Nc1ccc(N2CCN(C(=O)c3ccco3)CC2)cc1)c1cccc(F)c1 | 13%
COc1ccccc1Nc1ncnc2c1oc1ccccc12 | -3%
C/C(=N\N=C1\NC(=O)C(CC(=O)Nc2cccc(C)c2C)S1)C(C)(C)C (stereo not given) | -4%
O=C(c1ccc(Cl)cc1)c1cc(-c2ccccn2)c(N2CCOCC2)s1 | 48%
COCCCNC(=O)Nc1ccc2c(c1)N(C)C(=O)CS2 | -23%
SMILES | EphA4 KYL inhibition
Cc1nc(N2CCN(Cc3nc4ccccc4[nH]3)CC2)c2oc3ccccc3c2n1 | -15%
COc1cccc(OCC(=O)NNC(=O)c2cccs2)c1 | 2%
CCCNC(=O)c1n[nH]c(=O)c2ccccc12 | 8%
Cc1cccc(NC(=O)CSc2nnc(NC(=O)CN3CCOCC3)s2)c1 | -7%
Cc1ccc(NS(=O)(=O)c2cc(C(=O)NCc3ccccn3)ccc2Cl)cc1C | -17%
CC(=O)Nc1c(-c2ccc(F)cc2)nc2ccccn12 | -2%
O=C(Nc1ccc2oc(-c3ccc(F)cc3Cl)nc2c1)c1cc2ccccc2o1 | -2%
O=C(NCC1CCCO1)Nc1ccccc1 (stereo not given) | 1%
COc1cc(NC(=O)c2cc(-c3ccco3)on2)c(OC)cc1Cl | 2%
Cc1ccccc1NC(=O)c1c(O)c2cccc3c2n(c1=O)CC3 | -26%
CN1CCN(c2nc3c(c(=O)[nH]c(=O)n3C)n2CC(N)=O)CC1 | -5%
COc1ccc(Cn2nc(C)cc2C)cc1OC | 10%
O=C(CCn1nc(-c2ccccc2)ccc1=O)N1CCOCC1 | -10%
Cc1onc(-c2c(Cl)cccc2Cl)c1C(=O)NCc1ccc(Cl)cc1 | -3%
COc1cccc(SCc2noc(C(=O)NC(C)C)c2C(=O)O)c1 | -4%
Cc1ccc(S(=O)(=O)NNC(=O)c2sccc2-n2cccc2)cc1 | 1%
COc1ccc(OC)c(-c2cc(C(=O)NCCCn3ccnc3)no2)c1 | -15%
CCOc1ccc(NC(=O)C2=C(C)NC(=S)NC2c2c(OC)ccc3ccccc23)cc1 (stereo not given) | -4%
Cc1cccc2cc(CN(CCc3ccccc3)C(=O)N3CCOCC3)c3nnnn3c12 | -4%
O=C(COc1ccc(Cl)cc1)NCc1nnc(SCC(=O)NCc2ccc3c(c2)OCO3)o1 | -16%
CC1(C)Nc2ccccc2N(Cc2ccccc2)C1=O | -16%
Cc1cccc(COc2ccc3c(oc(=O)c4ccccc43)c2C)c1 | 3%
Cc1cc(C)n2nc(SCC(=O)Nc3ccc(F)cc3)nc2n1 | -9%
C/C(=N\NC(=O)C1COc2ccccc2O1)c1ccc(C)o1 (stereo not given) | 2%
CCOc1ccc(C2C(C#N)=C(N)N(c3sc4c(c3C#N)CCCC4)C3=C2C(=O)CCC3)cc1 (stereo not given) | -4%

Of the compounds above, these contain bromine.
SMILES | EphA4 KYL inhibition
O=c1c(Br)c(N2CCCC2)cnn1-c1ccccc1 | -8%
Clc1ccccc1-c1nnc2sc(-c3ccc(Br)o3)nn12 | 3%
COc1ccc(CC(=O)NC(C)c2nnc(SCC(=O)c3ccc(Br)cc3)n2C)cc1 (stereo not given) | -2%
CCN(c1ccccc1)S(=O)(=O)c1ccc(NC(=S)NC(=O)c2ccc(Br)o2)cc1 | -15%

In the list so far, these contain a cyano group:
SMILES | EphA4 KYL inhibition
N#Cc1c(SCC(=O)O)nc(-c2ccccc2)c2c1CCCC2 | -7%
COc1cccc(-c2noc(N)c2C#N)c1 | 17%
CCOc1ccc(C2C(C#N)=C(N)N(c3sc4c(c3C#N)CCCC4)C3=C2C(=O)CCC3)cc1 (stereo not given) | -4%

Following part
SMILES | EphA4 KYL inhibition
Cc1ccc(C)c(N(CC(=O)Nc2cc(Cl)ccc2Oc2ccccc2)S(C)(=O)=O)c1 | -3%
Cn1c(=O)c2c(-c3ccccc3)n(N3CCOCC3)cc2n(C)c1=O | -8%
C=CCN1C(=O)CN=C1Nc1ccccc1 | -6%
O=C(OC1CCN(c2ccc([N+](=O)[O-])cc2)CC1)c1ccccc1 | -4%
COc1ccccc1NC(=O)CSc1nnc(CC(=O)Nc2cccc(C(F)(F)F)c2)n1C | -5%
COc1cccc(NS(=O)(=O)Cc2ccccc2)c1 | -10%
O=C1CCCc2ccccc2N1Cc1ccccc1Cl | -2%
COc1ccc2c(c1OC)C(=O)OC2Nc1ncc(Br)cc1Br (stereo not given) | -12%
CCOC(=O)C1=C(C)NC(=S)NC1c1ccc(OC(=O)c2ccco2)cc1 (stereo not given) | -9%
CC1CCN(C(=O)Nc2cccc(NC(=O)N3CCC(C)CC3)c2)CC1 | 18%
Cn1c(CNc2ccccc2O)nc2ccccc21 | 12%
Cn1c(=O)c2cc(NC(=O)c3ccccc3Cl)c(=O)oc2n(C)c1=O | 4%
COCCCNC(=O)CS(=O)Cc1nc(-c2ccccc2C)oc1C (stereo not given) | -4%
CCOC(=O)c1c(-c2ccc(C)cc2)csc1NC(=O)c1cc2ccccc2oc1=O | -13%
C/C(CC(=O)Nc1ccc(N(C)C)cc1)=N\NC(=O)c1ccccn1 | -11%
O=C(O)CCNC(=O)COc1ccccc1 | 1%
O=C(N/N=C\c1ccc(Cl)cc1Cl)c1sccc1-n1cccc1 | -12%
Cc1c(Nc2c3c(c(C#N)c4nc5ccccc5n24)CCC3)c(=O)n(-c2ccccc2)n1C | -15%
Cc1ccc(NC(=O)/C(=C\c2ccc([N+](=O)[O-])cc2)NC(=O)c2ccccc2)cc1 | -13%
O=C(NCc1ccccc1)c1cc(S(=O)(=O)N2CCC3(CC2)OCCO3)ccc1F | 3%
CC(=O)C1=C(C)N(Cc2ccco2)C(=O)C1(NC(=O)C1CCCCC1)C(F)(F)F (stereo not given) | -7%
CN1CCc2nc3sc(C(=O)C45CC6CC(CC(C6)C4)C5)c(N)c3cc2C1 | 2%
COc1cccc(-c2cc3c(-n4cccc4)ncnc3o2)c1 | -11%
O=C(CN(C(=O)CNS(=O)(=O)c1ccccc1)c1ccc2c(c1)OCCO2)NCc1ccco1 | 0%
COc1ccc(CCNC(=O)CSc2cc(=O)[nH]c(N)n2)cc1OC | -14%

As entered above:
In EphA4 KYL inhibition, Cc1ccc(C)c(N(CC(=O)Nc2cc(Cl)ccc2Oc2ccccc2)S(C)(=O)=O)c1 shows -3%
In EphA4 KYL inhibition, C/C(CC(=O)Nc1ccc(N(C)C)cc1)=N\NC(=O)c1ccccn1 shows -11%
In EphA4 KYL inhibition, CN1CCc2nc3sc(C(=O)C45CC6CC(CC(C6)C4)C5)c(N)c3cc2C1 shows 2%

Other structures:
SMILES | EphA4 KYL inhibition
COc1ccc2c(c1)OCC/C2=N/OC(=O)c1ccccc1SC | 7%
CCCCN1CC(COc2ccccc2)OC1=O (stereo not given) | 7%
O=C(O)CCC(=O)Nc1nc2nc(-c3ccccc3)cc(-c3ccccc3)n2n1 | -1%
COc1ccccc1C1CC(=O)NC(C)=C1C(=O)OCC1CCCO1 (stereo not given) | -15%
CCOC(=O)N1CCC(NC(=O)C2CCCCN2S(=O)(=O)c2ccc(F)cc2)CC1 (stereo not given) | -2%
Cc1c(NC(=O)/C=C/C(=O)O)cccc1[N+](=O)[O-] | -6%
CCOC(=O)COc1nc(C)c(Br)c(OC)n1 | -13%
CC1(C)Cc2cccc(OCC(=O)N3CCN(S(=O)(=O)c4ccccc4)CC3)c2O1 | 1%
CCn1c(SCc2cccc(C)c2)nnc1-c1ccc(C)cc1 | -9%
COC(=O)c1cccc(NCN2C(=O)c3ccccc3C2=O)c1 | -6%
C=C(Cl)COc1ccc2c(CC)cc(=O)oc2c1 | -12%
CC(C)c1c(O)nc(SCCN(C)C)[nH]c1=O | 2%
Cc1c(Cl)c(C(=O)Nc2nc3ccccc3n2CCN2CCCCC2)nn1C | 29%
Cc1ccc(C)c(Cn2nnc3c(=O)[nH]c(C4CCCN(C(=O)C5CCC5)C4)nc32)c1 (stereo not given) | -6%
CCN(CC)c1ccc(NC(=O)C2CCCN(S(=O)(=O)c3cnc[nH]3)C2)c(C)c1 (stereo not given) | -2%
COCC(=O)NC1CC2CCCC(C1)N2Cc1ccccc1 (stereo not given) | -2%
CCc1cc2c(NCCO)ncnc2s1 | -6%
O=C1OC(c2ccccc2F)=N/C1=C\c1cccc([N+](=O)[O-])c1 | -9%
FC(F)(F)c1ccccc1NC(=S)N1CCN(c2ncccn2)CC1 | -6%
Nc1nc(-c2ccco2)nn1C(=O)c1ccc(Cl)cc1 | -15%
Cn1nnnc1SCC(=O)c1ccc(Br)cc1 | -1%
Cc1nc(SCC(=O)NCCc2ccccc2)c2oc3ccccc3c2n1 | 11%
CCc1ccc(-c2nc(-c3ccncc3)no2)cc1 | -6%
COc1ccc(CNC(=O)C2c3ccccc3Oc3ccccc32)cc1 | -1%

4 structures already listed, sorted by length of the SMILES, descending:
SMILES | EphA4 KYL inhibition
FC(F)(F)c1ccccc1NC(=S)N1CCN(c2ncccn2)CC1 | -6%
COc1ccc(CNC(=O)C2c3ccccc3Oc3ccccc32)cc1 | -1%
COC(=O)c1cccc(NCN2C(=O)c3ccccc3C2=O)c1 | -6%
Cn1nnnc1SCC(=O)c1ccc(Br)cc1 | -1%

Bioassay records deposited in PubChem by Sanford-Burnham Center for Chemical Genomics.

An excerpt, so the mix of outcomes need not match the whole.
